DT40 TDP1 no CPT – qHTS for Inhibitors of human tyrosyl-DNA phosphodiesterase 1 (TDP1): qHTS in cells in absence of CPT; DT40 Tdp1-/- hTDP1 cells, no CPT, ATP luminescence, 48 h; Potency, µM (titrated, usually from 46.2 µM), for the others: at the highest dose activity change, negative = growth inhibition, hits mostly inhibitors; 420,000 compounds, 15% hits; AID 686978, 2013; also: nearly all actives have a fitted effect of over 55% in size
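Luminescent ATP content (CellTiter-Glo) served as the growth readout. Knockout chicken DT40 cells expressing human TDP1 were exposed to compounds without camptothecin for a minimum 48 hr at 37 °C.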
TDP1 block – qHTS Assay for Inhibitors of Tyrosyl-DNA Phosphodiesterase (TDP1) | AID 485290, 2010 | Tyrosyl-DNA phosphodiesterase 1 (Homo sapiens), Q9NUW8 | 350,000 compounds, 0.28% hits | Potency, µM (highest dose often 130 µM), for the others: at the highest dose activity change, negative = inhibition, actives largely listed as inhibitors | recombinant TDP1, AlphaScreen DNA substrate cleavage; also: nearly all actives have a fitted effect of over 40% in size
Target sequence (Q9NUW8 whole entry, looked up): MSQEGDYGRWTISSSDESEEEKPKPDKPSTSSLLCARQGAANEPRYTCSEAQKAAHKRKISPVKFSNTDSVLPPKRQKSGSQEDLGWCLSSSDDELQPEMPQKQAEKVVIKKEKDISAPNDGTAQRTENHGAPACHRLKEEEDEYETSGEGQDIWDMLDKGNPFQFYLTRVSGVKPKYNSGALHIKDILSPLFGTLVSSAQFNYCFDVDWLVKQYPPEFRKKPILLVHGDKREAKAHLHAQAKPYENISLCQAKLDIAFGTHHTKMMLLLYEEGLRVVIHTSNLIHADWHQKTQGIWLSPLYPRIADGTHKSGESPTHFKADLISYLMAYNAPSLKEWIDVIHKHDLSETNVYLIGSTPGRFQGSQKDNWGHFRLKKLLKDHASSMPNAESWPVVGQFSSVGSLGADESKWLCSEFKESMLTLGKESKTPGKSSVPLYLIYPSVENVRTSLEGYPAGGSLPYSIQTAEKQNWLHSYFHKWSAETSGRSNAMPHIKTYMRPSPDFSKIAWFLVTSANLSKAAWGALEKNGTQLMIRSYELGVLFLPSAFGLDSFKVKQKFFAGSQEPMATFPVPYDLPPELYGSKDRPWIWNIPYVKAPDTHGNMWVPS
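AlphaScreen read-out: signal falls as enzyme removes the 3' tyrosine-FITC from a 5'-biotinylated DNA oligo (15 nM, 5 min, RT). Enzyme was E. coli-made recombinant Tdp1 at 1 nM, exposed to compound for 15 min beforehand; beads 10 ug/ml, 10 min.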
TDP1 cell CPT – qHTS for Inhibitors of human tyrosyl-DNA phosphodiesterase 1 (TDP1): qHTS in cells in presence of CPT; chicken DT40 Tdp1-/-;hTDP1 cells + 20 nM CPT, ATP luminescence, 48 h; Potency, µM (highest dose often 46.2 µM), without a hit: at the highest dose activity change, negative = growth inhibition, hits mostly inhibitors; 420,000 compounds, 12% hits; AID 686979, 2013; also: nearly all actives have a fitted effect of over 55% in size
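Chicken DT40 Tdp1-/- cells complemented with human TDP1, 400 cells/well, exposed to compounds plus 20 nM camptothecin for at least 48 h at 37 C; viability read as ATP content by CellTiter-Glo luminescence.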
Active calls of the source: *; u = inconclusive; x = not tested or not shown; [ ] = another dose, or the depositor's remark. Calls follow the shape of the dose curve; as a rule, active = well fitted curve in the direction sought with a large enough effect; inconclusive = small, poorly fitted or top-dose-only effect, or another doubt; inactive = no such curve, though single readings can be large; an effect the other way counts as inactive or inconclusive. % is scaled to controls: 0 for no effect and ±100 for the full control effect; potency is read from the fitted curve at half-maximal effect.

structure | DT40 TDP1 no CPT | TDP1 block | TDP1 cell CPT
Cc1ccc(S(=O)(=O)NC(=O)C2(C)CCN2C(=O)C2CC2)cc1 (centres undefined) | 7.4% | x | 6.4%
CC[C@@]1(C(=O)OC)N[C@H](CN(C)S(=O)(=O)c2ccc(-c3ccccc3)cc2)[C@@H]2C(=O)N(C)C(=O)[C@@H]21 | u | 2.6% | u
CC(=O)c1ccc(S(=O)(=O)N2CCC3(CC2)CC(=O)c2ccccc2O3)cc1 | u | 4.2% | -13.5%
O=C(NCc1ccc(F)cc1)c1cc(-c2ccccn2)nc2ccc(S(=O)(=O)N3CCOCC3)cc12 | u | x | -15.6%
O=C1/C(=C/c2ccccc2)CCc2ccc(Cl)nc21 | 4.61µM* | x | 2.59µM*
Cc1[nH]c(=O)[nH]c(=O)c1S(=O)(=O)N1CCCC(C(=O)NCCc2ccc(Cl)cc2)C1 (centres undefined) | -1.0% | 2.9% | 1.7%
CC(C)(C(=O)N1CCC1(C)C(=O)NS(=O)(=O)c1cccc(F)c1)c1ccccc1 (centres undefined) | -26.2% | x | -10.5%
CN/C(=C/[N+](=O)[O-])NCCSCc1ccc(CN(C)C)o1 | -0.7% | 1.2% | u
O=C(CCCN1C(=O)/C(=C\c2cccs2)SC1=S)Nc1ccc(O)cc1 | u | x | 25.9µM*
O=C(CSc1nnc(CNc2ccc(F)cc2)n1Cc1ccccc1)NCc1ccco1 | -12.5% | 6.2% | -28.7%
Cc1ccc2c(c1)OC(=O)CC2c1ccccc1 (centres undefined) | 1.6% | -3.6% | 9.1%
O=C(Cn1cncn1)c1ccccc1 | 3.3% | x | -1.5%
CCCCCCn1c(N(CC)CC)nc2c1c(=O)[nH]c(=O)n2C | u | 6.1% | u
CCCCC[C@H](O)/C=C/[C@@H]1[C@@H](C/C=C\CCCC(=O)OC)[C@@H](O)C[C@H]1O | u | 50.1µM* | -28.1%
Nc1ccc2c(c1)sc1ccccc12 | -4.5% | -2.6% | 0.9%
N#Cc1cccc(CN2CCCN(Cc3ccc(F)cc3)S2(=O)=O)c1 | u | x | -13.4%
CCSCCOC(=O)C1=C(C)NC(=O)NC1c1cccc(OC)c1OC (centres undefined) | -7.6% | 7.8% | -18.6%
C=CC[C@@H](CC(=O)OC(C)(C)C)C(=O)OC[C@H]1CCCN1C(=O)[C@@H](CC=C)CC(=O)N(CCO)Cc1ccccc1 | u | 2.3% | u
COCCNC(=O)C1CCCN(C(=O)c2cc(C(C)(C)C)nn2C)CC1 (centres undefined) | 1.9% | x | -16.1%
CCc1nc2c(OCCc3cccc(OC)c3)cccn2c1N(C)C(=O)c1cccs1 | u | x | 20.6µM*
Cc1c(NC(=O)C(C)OC(=O)/C=C/c2ccc3c(c2)OCO3)c(=O)n(-c2ccccc2)n1C (centres undefined) | -14.7% | 7.5% | 17.8%
CCc1ccc(NC(=O)C(=O)NCCOc2ccccc2Cl)cc1 | 23.1µM* | 0.0% | 16.4µM*
COc1cccc(Nc2nnc(SCC(=O)Nc3sccc3C(N)=O)s2)c1 | 8.2µM* | x | 13µM*
O=C(CN1C(=O)C2CC=CCC2C1=O)NCc1ccc2c(c1)OCO2 (centres undefined) | -3.2% | 3.1% | 1.0%
COc1cccc(CNc2nc3cc(C(C)=C(C)C)sc3c(=O)n2C)c1 | u | x | 18.4µM*

A different layout for part of the listing above:
O=C(CCCN1C(=O)/C(=C\c2cccs2)SC1=S)Nc1ccc(O)cc1
  DT40 TDP1 no CPT = u
  TDP1 block = x
  TDP1 cell CPT = 25.9µM*
O=C(CSc1nnc(CNc2ccc(F)cc2)n1Cc1ccccc1)NCc1ccco1
  DT40 TDP1 no CPT = -12.5%
  TDP1 block = 6.2%
  TDP1 cell CPT = -28.7%
Cc1ccc2c(c1)OC(=O)CC2c1ccccc1 (centres undefined)
  DT40 TDP1 no CPT = 1.6%
  TDP1 block = -3.6%
  TDP1 cell CPT = 9.1%

Later entries.
structure | DT40 TDP1 no CPT | TDP1 block | TDP1 cell CPT
Cc1ccnc(NS(=O)(=O)c2ccc(NC(=O)C3C4C=CC(C4)C3C(=O)O)cc2)n1 (centres undefined) | 20.6% | 50.1µM* | -1.5%
Cn1cc(C(=O)C(=O)NC2CCCCC2)c2ccccc21 | 3.5% | 1.6% | 6.3%
CCn1c(=NC(=O)CS(=O)(=O)c2ccc(F)cc2)sc2cccc(OC)c21 | 18.4µM* | x | 14.6µM*
CC(OC(=O)c1ccc(NS(=O)(=O)c2ccc3[nH]c(=O)[nH]c3c2)cc1)C(=O)Nc1ccc(Cl)cc1 (centres undefined) | -22.7% | 8.2% | 3.2%
CCc1cc(C(=O)N2CCCC(C(=O)c3ccc(Oc4ccccc4)cc3)C2)n(C)n1 (centres undefined) | 14.6µM* | 2.7% | 10.3µM*
Cc1ccc(NC(=O)C2CCC(CNC(=O)[C@@H]3Cc4ccccc4CN3)CC2)c(C)c1 (some centres undefined) | 3.7% | -8.9% | -12.9%
O=C(c1ccc(O)cc1)c1ccc(Cl)cc1 | u | 5.3% | u
COc1ccc(CCNC(=O)CCC(=O)n2ncc3ccc(Cl)cc32)cc1OC | -0.8% | x | -28.7%
CCC/C(=N\NC(=O)CCC(=O)NCc1ccccc1)c1ccccc1 | u | -5.5% | u
CC(C)CCNC(=O)C1CCCN1C(=O)NC1CCCCC1 (centres undefined) | -6.6% | -2.2% | 3.8%
CN(c1ccc(Cl)cc1)S(=O)(=O)c1nnc(NC(=O)C(C)(C)C)s1 | 2.1% | x | -17.8%
O=C(COC(=O)CCc1ccccc1)NCc1ccc2c(c1)OCO2 | 4.9% | -0.2% | 4.6%
COc1ccc2nc3oc(C(=O)Nc4cccc(C(F)(F)F)c4)cc3cc2c1 | 11.6µM* | 4.4% | 13µM*
O=c1cc(-c2ccccc2)nc(N2CCN(Cc3ccc4c(c3)OCO4)CC2)[nH]1 | u | 0.0% | 10.7%
CCOC(=O)C1CCN(C(=O)CSc2n[nH]c(-c3ccc(F)cc3)n2)CC1 | -16.4% | 2.7% | -23.5%
COC(=O)Cn1c(=O)c2c(nc3n2CC(C)CN3c2ccc(C)c(C)c2)n(C)c1=O (centres undefined) | u | x | u
CC1CCN(C2CC(=O)N(c3ccccc3)C2=O)CC1 (centres undefined) | -15.4% | 7.7% | 20.6µM*
O=C(CC[C@H]1O[C@@H](n2cnc3c(NC(=O)c4ccccc4)ncnc32)[C@H](O)[C@@H]1O)NCc1ccc2c(c1)OCO2 | 7.5% | x | 9.7%
CCOC(=O)CN1C(=O)N[C@@H](CCc2ccccc2)[C@H](C(C)=O)[C@H]1C | -15.6% | 6.8%[12.3 µM] | u
OCC1(CCOc2ccccc2)CCN(CC2=Cc3cc(Cl)ccc3OC2)CC1 | 20.6µM* | 7.7% | 18.4µM*
Cc1ccc(NC(=O)CN(C)S(=O)(=O)c2cnc[nH]2)c(C)c1 | -14.7% | 5.0% | -8.0%
O=C(C1=NN(c2ccccc2)C(=O)CC1)N1CCc2ccccc2C1 | 17.4% | 2.1% | -11.0%
C=CCc1cccc(/C=N/NC(=O)C(C)Nc2cccc(C)c2)c1O (centres undefined) | 2.91µM* | 5.1% | 4.11µM*
CCCCN(C(=O)CSc1cc(C)c2ccc(OC)cc2n1)c1c(N)n(Cc2ccccc2)c(=O)[nH]c1=O | u | 6.7% | u
Nc1cccc(NC(=O)c2ccco2)c1 | -0.7% | x | 4.9%

Next section (2 carried over from the part before).
structure | DT40 TDP1 no CPT | TDP1 block | TDP1 cell CPT
CCCCN(C(=O)CSc1cc(C)c2ccc(OC)cc2n1)c1c(N)n(Cc2ccccc2)c(=O)[nH]c1=O | u | 6.7% | u
Nc1cccc(NC(=O)c2ccco2)c1 | -0.7% | x | 4.9%
O=C(Nc1ccccc1)c1c(F)cccc1F | -11.3% | 5.9% | -3.2%
C=CCOC(=O)/C(=C/c1ccco1)NC(=O)/C=C/c1ccccc1 | -11.5% | -8.0% | 0.9%
CCc1nn2c(-c3ccccc3OC)ccnc2c1-c1ccccc1 | 20.6µM* | -7.1% | u
Cc1ncc(COC(=O)C(C)C)c2cc(C(=O)Nc3ccccc3C(F)(F)F)c(=O)oc12 | -15.7% | 3.8% | -13.3%
CC(=O)c1c(C)[nH]c(C(=O)OCc2ccc([N+](=O)[O-])cc2)c1C | u | 9.6% | u
Cc1cc(=O)oc2ccc(OCC(=O)O)cc12 | 14.6% | 3.9% | 2.4%
CC(C)(C)n1nc(C2CC2)cc1NC(=O)Nc1ccc(Cl)cc1 | -11.8% | -5.7% | 2.1%
O=C(Nc1ccccc1)C1CC(=O)N(c2ccc3c4c(cccc24)CC3)C1 (centres undefined) | -22.4% | 0.0% | -15.5%
Cn1cnc2c1c(=O)[nH]c(=O)n2Cc1ccccc1 | 1.9% | 1.9% | -7.8%
CC(=O)c1ccc2c(c1)OCCOCCOCCOCCOCCO2 | -14.7% | 0.0% | -11.0%
Cc1ccc(S(=O)(=O)N/N=C(\c2ccccc2)c2cccnc2)cc1 | 2.0% | 5.4% | 0.5%
CCc1noc(C)c1C(=O)Nc1ccccc1C(C)(C)C | 12.0% | -1.7%[56.1 µM] | 10.1%
O=C(CCCCCN1C(=O)c2cccc3cccc(c23)C1=O)NCCO | u | 0.0% | u
O=C(CCCOc1ccc(Cl)cc1Cl)N/N=C/c1cccc([N+](=O)[O-])c1 | -25.0% | -2.7% | u
CC1CCc2c(sc3nc(CN4CCOCC4)nc(Sc4ccccc4)c23)C1 (centres undefined) | 20.6µM* | 3.0% | u
CCCC(=O)Nc1nnc(SCc2cc(=O)n3cccc(C)c3n2)s1 | -24.3% | -2.7% | -5.5%
COc1ccc(-c2cc(C)no2)cc1S(=O)(=O)N1CCN(c2ccc([N+](=O)[O-])cc2)CC1 | 0.2% | 7.2% | u
CCC(C)n1c(=O)c2sccc2n2c(CCCC(=O)N3CCC(C(N)=O)CC3)nnc12 (centres undefined) | -2.4% | 5.2% | -0.8%
Cn1ncc(Cl)c1C(=O)Nc1ccc2c(c1)CCC2 | -0.9% | 0.6% | 9.4%
COc1nc(-c2ccccc2)cc(C(F)(F)F)n1 | -13.8% | 7.1% | 0.3%
CC(=O)OCCN(CCOC(C)=O)c1c(C)[nH]c(=O)[nH]c1=O | -3.8% | -5.2% | -20.2%
O=C(Nc1cccnc1)c1cccs1 | 0.366µM* | 4.3% | 0.326µM*
CN(C(=O)COC(=O)c1cccnc1Nc1ccccc1F)C1CCS(=O)(=O)C1 (centres undefined) | u | 2.7% | -0.6%
Nc1ccc(N2CCCCC2)c2nonc12 | 16.4µM* | 3.0% | 25.9µM*
Cc1ccc2oc(=O)c3cc(C(=O)NCCN4CCN(C)CC4)sc3c2c1 | u | 2.2% | 23.1µM*
COc1cccc(-c2cnc3c(NC(C)=O)cc(-c4ccc(S(C)(=O)=O)cc4)cn23)c1 | 23.1µM* | x | u
O=C(CSc1nc2ccccc2o1)c1ccc2c(c1)OCCO2 | -20.1% | 2.3% | -21.3%
Clc1ccc(Sc2cc(N3CCOCC3)nc(-c3ccccc3)n2)cc1 | 29.1µM* | 2.1% | u
CCOC(=O)C(=O)/C(=C\N(C)C)c1onc(-c2c(F)cccc2Cl)c1C(=O)OC | u | -2.8% | u
O=C(O)c1cccc(NC(=O)c2ccccc2)c1 | 3.0% | x | -18.2%
CC1=C(C(=O)OC(C)C)C(c2ccc(O)cc2)NC(=O)N1 (centres undefined) | -4.3% | x | -1.5%
CCCCNC(=O)c1ccc2c(SCC(=O)O)c3c(nc2c1)CCCC3 | -2.7% | 5.3% | -6.4%
O=C(CSc1nc2ccc(NC(=O)C3CCCCC3)cc2s1)NCC1CCCO1 (centres undefined) | u | 5.1% | u
COc1ccc(C2=NOC3(CC(=O)N(c4ccc(F)cc4)C3=O)C2)cc1 (centres undefined) | -5.6% | 3.6% | 1.0%
Cn1nc(-c2ccc(OCC(N)=O)cc2)c2ccccc2c1=O | 2.0% | 0.0% | -1.7%
CC(O)[C@H]1CC[C@H]2[C@@H]3CC[C@H]4C[C@@H](O)CC[C@]4(C)[C@H]3/C(=N/O)C[C@]12C (some centres undefined) | -11.7% | 0.8% | -1.5%
CCN[C@H]1CN(CCCOC)S(=O)(=O)c2sc(S(N)(=O)=O)cc21 | 9.5% | x | 5.3%

Assay outcomes (PubChem BioAssay)
